# KKLEB cytotox = reduces viability of KKLEB cystic fibrosis airway cells; KKLEB CF airway cells viability, ATPlite luminescence, overnight; stronger effect = lower value; cells stimulated with P. aeruginosa culture filtrate; activity change (cytotoxicity), % at 5 µM; actives 0.36% (n = 360,000); AID 602141;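 active = corrected activity change at or below -50% at 5 µM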
# CF NFkB block = blocks PAF-induced NF-kB reporter in cystic fibrosis cells. KKLEB NF-kB-GFP reporter, GFP fluorescence overnight. AID 588850. inhibition, % at 5 µM. actives 0.86% (n = 360,000);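 active = at least 50% inhibition at 5 µM, scaled per plate between neutral and stimulator controls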;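 note: PAF is a Pseudomonas aeruginosa culture filtrate used as stimulus; plate controls were PAF-stimulated DMSO wells for no effect and unstimulated DMSO wells for full effect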
# TRPM1 prom inh = inhibitors of MITF-driven TRPM1 promoter in melanoma cells; SK-MEL-5 TRPM1 promoter luciferase, 24 h; inhibition, % at 12.5 µM; actives 0.83% (n = 330,000); AID 488899;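 active = mean inhibition across replicates of 60% or more, whatever share of single replicates reaches that level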; note: values of inactives mirror those of a sister screen read the other way
# iPSC survival up = hiPSC single-cell survival enhancement; ATPlite luminescence; 100% = ROCK inhibitor wells, 0% = DMSO; survival enhancement, % at 20 µM; actives 0.044% (n = 360,000); in the data active = survival enhancement above about 18%;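 note: cells exposed to compounds for 16 hours before the ATP read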
# NR2E3 ag-1 = human photoreceptor-specific nuclear receptor agonism | Q9Y5X4 | inhibition of corepressor binding, % at 3.98 µM | CHO-S Gal4-NCOR/VP16-NR2E3 two-hybrid, luciferase | actives 0.35% (n = 360,000) | AID 602229;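 active = inhibition above the mean of all tested compounds plus 3 SD, cut at about 70% in these data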;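 note: 0% = DMSO with NR2E3 transfected cells and 100% = cells lacking NR2E3 construct; higher means lower luciferase signal from less NR2E3 corepressor binding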
# Target sequence (Q9Y5X4 whole entry, looked up, the tested form may be a part): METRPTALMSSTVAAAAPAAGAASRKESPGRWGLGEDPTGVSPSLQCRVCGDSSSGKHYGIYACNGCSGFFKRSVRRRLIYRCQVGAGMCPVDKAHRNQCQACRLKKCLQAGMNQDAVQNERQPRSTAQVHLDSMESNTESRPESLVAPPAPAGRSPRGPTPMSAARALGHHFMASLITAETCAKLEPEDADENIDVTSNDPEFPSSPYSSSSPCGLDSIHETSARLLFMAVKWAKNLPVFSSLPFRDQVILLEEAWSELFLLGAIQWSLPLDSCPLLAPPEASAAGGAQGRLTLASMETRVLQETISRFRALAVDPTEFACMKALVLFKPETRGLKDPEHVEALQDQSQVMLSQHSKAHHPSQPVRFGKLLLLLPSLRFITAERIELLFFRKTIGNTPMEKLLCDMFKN
# Shn3 3UTR inh = reduces Shn3 3'UTR luciferase signal in osteoblasts. Clone20 osteoblast Shn3 3'UTR firefly luciferase, 24 h. inhibition, % at 12.5 µM. AID 588674. actives 0.52% (n = 360,000);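 active = mean inhibition of at least 75% with every replicate also reaching 75%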;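 note: 0% = median of neutral control wells and 100% = pilot-screen positive control compound; some compounds past the cut are filed as inactive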
# Peg3 promoter = inhibitors of Peg3 promoter. HeLa PEG-Prom luciferase reporter, luminescence, overnight. actives 1.7% (n = 360,000). AID 588405. inhibition, % at 20 µM;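 active = inhibition of at least 50% at 20 µM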
# NR2E3 ag-2 = activates human photoreceptor nuclear receptor NR2E3. Q9Y5X4. GST-NR2E3/biotin-RetCOR TR-FRET, 1536-well. inhibition of corepressor binding, % at 4.78 µM. actives 0.12% (n = 320,000). AID 2300;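 active = percent inhibition above the cutoff of mean plus 3 SD of all tested compounds, set per screening campaign, cut at about 20% in these data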;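 note: 0% = DMSO wells and 100% = biotin wells as full block of FRET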
#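 System: GST-tagged NR2E3 plus biotinylated RetCOR corepressor; Amount: 1.35 nM GST-tagged NR2E3 final; Dosing: single nominal compound dose of 4.8 µM; Schedule: 5 h incubation at 4 °C; Technique: TR-FRET with europium anti-GST and streptavidin-D2, 340 nm excitation; Controls: biotin wells as high control, 0.6% DMSO wells as low control.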
# TRAIL sens C8 = sensitizes caspase-8 expressing cells to TRAIL; NB7+C8 cells + TRAIL, ATPlite viability luminescence; inhibition (viability loss, TRAIL sensitization), % at 10 µM; actives 1% (n = 360,000); AID 624354;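 active = compounds causing at least 50% loss of cell viability in the single-dose screen, relative to plate controls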
# HIF-2a block = inhibitors of HIF-2a; 786-0 RCC cells HIF-2a reporter, luciferase luminescence, overnight; inhibition, % at 18.8 µM; actives 0.72% (n = 360,000);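 active = inhibition of the luminescence signal of 40% or more relative to plate controls, in a single-dose primary screen at 18.75 µM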
# LMP1 NFkB inh = reduces LMP1-driven NF-kappaB luciferase signal; LMP1-induced NF-kappaB luciferase reporter cells, luminescence; inhibition, % at 12.5 µM; actives 0.69% (n = 350,000); in the data active = inhibition above about 41%;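 note: 0% = neutral control wells and 100% = reference inhibitor control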
# Starred values were filed as active, the others as inactive; · = not tested or not shown; & = joins results of further samples. These rows are one share of the data. The share of hits here may be higher or lower than overall.
mol	KKLEB cytotox	CF NFkB block	TRPM1 prom inh	iPSC survival up	NR2E3 ag-1	Shn3 3UTR inh	Peg3 promoter	NR2E3 ag-2	TRAIL sens C8	HIF-2a block	LMP1 NFkB inh
Clc1ccc(-c2nc3ccc(Cl)cn3c2CN2CCOCC2)cc1	-9	0	3	1.2	-42	0	-46	2	34	-28	2
Oc1ccc(CCN2CCCCC2)cc1	20	-31	-1	-1.4	-11	-11	-5	·	6	9	-1
N[C@@H](Cc1ccccc1)C(=O)N1C[C@H]2C[C@@H](C1)c1cccc(=O)n1C2	-16	0	-5	0.2	-4	-13	6	2	-13	13	39
Cc1ccccc1N1CCN(C2CCCN(C(=O)COc3ccccc3)C2)CC1 (stereo unspecified)	6	-25	-2	-0.3	24	0	18	3	13	-6	-7
COc1ccc(CN2CCCC(C(=O)c3ccc(Cl)cc3)C2)c(O)c1 (stereo unspecified)	-2	6	-3	-0.8	17	23	11	3	-5	13	9
O=C(NN=Cc1ccc(N(CCCl)CCCl)cc1Cl)c1cccnc1	-10	17	2	4.9	19	6	24	·	28	-13	78*
CCn1c(O)c(C(=O)CC2NCCc3ccccc32)c(=O)n(CC)c1=S (stereo unspecified)	6	-1	-5	-4.0	21	-17	6	-1	-4	11	4
COc1c(OP2(=S)OCC(C)(C)CO2)cnn(C2CCCCC2)c1=O	-2	-11	·	-0.2	-22	-5	-19	·	9	-78	·
COc1cccc(CN2CCNCC2)c1OC	8	-17	2	-0.6	-32	12	-4	2	4	9	-4
Cc1ccc(N2C(=O)NC(=O)/C(=C\c3cc(C)n(-c4sc5c(c4C#N)CCCC5)c3C)C2=O)cc1	-22	12	0	-4.1	-3	21	28	1	17	24	12
Cc1cc(C)cc(N2C(=O)NC(=O)/C(=C\C=C\c3ccco3)C2=O)c1	-29	47	94*	-0.6	3	52	67*	1	13	40*	-30
CCCCn1c(=O)c(C(=O)Nc2ccc(C)cn2)c(O)c2ccccc21	3	-9	20	-0.5	3	9	7	1	-4	14	11
O=C(c1cc(F)ccc1F)C1CCCN(Cc2cc(Cl)ccc2O)C1 (stereo unspecified)	-3	-5	0	-0.1	-15	14	-10	1	2	9	7
C=CCN1C(=O)NC(=O)/C(=C/c2ccc(N(C)C)c(Br)c2)C1=O	0	-3	7	0.1	-8	-31	-2	-1	3	5	-6
CN(C)C1(CNC(=O)c2cc(S(=O)(=O)N3CCOCC3)c(Cl)cc2Cl)CCCCC1	20	-5	-11	-0.4	-23	-5	18	2	-3	19	5
CC1N=C(c2ccccc2)c2cc(Br)ccc2NC1=O (stereo unspecified)	-16	6	-4	-0.4	-5	16	14	4	-1	10	-3
CC(C)Cc1nnc(NC(=O)CCC(=O)N2CCN(CCOC(c3ccccc3)c3ccccc3)CC2)s1	7	3	6	-1.6	-10	13	6	2	12	11	-1
CCC(=O)N1N=C(c2c(O)n(CCc3ccccc3)c(=O)[nH]c2=O)CC1c1ccc(OC)c(OC)c1 (stereo unspecified)	-15	-5	·	-0.3	-23	13	-10	1	1	15	·
Cc1nc2ccc(Cl)cc2c(=O)n1-c1ccccc1Cl	-11	13	7	2.7	-21	9	18	0	7	7	5
CCCNC(=O)N1[C@H]2CC[C@@H]1C(C(=O)OC)=C(c1ccc(Cl)c(C(F)(F)F)c1)C2	7	-3	-14	-2.4	-11	5	5	3	-9	15	2
O=P(Oc1ccc(Cl)cc1)(N1CC1)N1CC1	6	1	-1	-1.3	2	-22	4	·	-19	8	15
ClCCNc1nc2ccc(Cl)cc2[nH]1	2	-13	-39	-1.4	-22	-3	-59	1	0	-138	-4
C[C@@H]1CC[C@H]2[C@@H](C)C(=O)O[C@@H]3O[C@@]4(C)CC[C@@H]1[C@]32OO4	2	3	·	-0.7	-2	30	10	1	11	8	-11
O=C1c2ccccc2-n2nnc(-c3ccccc3)c2C2c3ccccc3CCN12 (stereo unspecified)	2	-20	·	0.2	20	-13	23	·	-4	10	·
CCC(C)(C)n1nnnc1C(c1cccs1)N1CC=C(c2ccc(F)cc2)CC1 (stereo unspecified)	17	-6	-3	-1.0	-21	11	18	-1	-10	-25	15
COc1ccccc1-n1c(-c2ccccc2Cl)nc2ccccc2c1=O	3	-3	4	-0.3	-16	1	16	-1	4	17	6
COC(=O)C1=C(c2ccccc2)C[C@@H]2CC[C@H]1N2C(=O)NCc1ccco1	6	20	4	-3.4	10	-8	-13	-4	-19	-17	11
O=C1NC(=O)C(C/C=C/c2ccccc2)C(=O)N1	23	-20	5	-5.0	0	-13	11	1	-4	5	2
N=c1c2c(n(Cc3ccc(Cl)cc3Cl)c3c1CCC3)CCCC2	7	-7	53	-3.5	-11	86*	28	-1	29	11	37
O=[N+]([O-])c1ccc(-c2ccccc2)c([As](=O)(O)O)c1	6	6	-7	-0.4	-1	25	-1	0	-31	6	-6
CCP(=S)(CC)c1ccc(N(C)C)cc1	3	-7	6	0.6	10	8	9	-1	-9	15	5
COC(=O)C1=C(c2ccc(F)cc2OCc2ccccc2)C[C@@H]2CC[C@H]1N2C(=O)NCc1ccc(C)cc1	4	-4	-1	-3.2	10	-16	10	0	14	8	-3
CCOP(=O)(OCC)C(NC(=O)c1cccc([N+](=O)[O-])c1)C(Cl)(Cl)Cl (stereo unspecified)	3	-3	4	1.1	22	-5	5	1	-13	18	-5
O=C(Cc1ccccc1)N1CCN(Cc2ccc(F)cc2)CC1	7	8	1	-0.4	5	-18	15	3	-6	20	2
CCNC(=S)N(C)CCc1cc2c(c(OC)c1C=C1C(=O)N(C)C(=O)N(C)C1=O)OCO2	-7	13	-22	0.6	-12	11	11	2	-1	9	8
O=C1C(=O)N(c2ccccc2)P(=O)(N(CCCl)CCCl)N1c1ccccc1	4	19	-91	-0.7	-115	-41	-241	·	10	-231	-24
COc1ccc(-n2nnnc2C(CCc2ccccc2)N2CCC3(CC2)C(=O)NCN3c2ccccc2)cc1 (stereo unspecified)	-8	33	·	0.0	-14	-5	50	·	5	-44	·
O=C(Cn1c(=S)[nH]c2ccccc2c1=O)N1CCC2(CC1)OCCO2	5	11	3	-4.2	6	11	2	-1	-3	13	-7
C[N+](C)(C)CC1CCCC1=O (stereo unspecified)	9	-11	-4	-2.2	-5	-19	-14	·	1	11	7
CNc1ccc2nc3ccccc3[n+](C)c2c1	5	-61	72*	-0.5	-30	36	39	-29	41	-11	4

# Part of the list above in order of length of the SMILES, falling:
mol	KKLEB cytotox	CF NFkB block	TRPM1 prom inh	iPSC survival up	NR2E3 ag-1	Shn3 3UTR inh	Peg3 promoter	NR2E3 ag-2	TRAIL sens C8	HIF-2a block	LMP1 NFkB inh
COc1ccc(CN2CCCC(C(=O)c3ccc(Cl)cc3)C2)c(O)c1 (stereo unspecified)	-2	6	-3	-0.8	17	23	11	3	-5	13	9
O=C(Cc1ccccc1)N1CCN(Cc2ccc(F)cc2)CC1	7	8	1	-0.4	5	-18	15	3	-6	20	2
Cc1nc2ccc(Cl)cc2c(=O)n1-c1ccccc1Cl	-11	13	7	2.7	-21	9	18	0	7	7	5

# Carrying on:
mol	KKLEB cytotox	CF NFkB block	TRPM1 prom inh	iPSC survival up	NR2E3 ag-1	Shn3 3UTR inh	Peg3 promoter	NR2E3 ag-2	TRAIL sens C8	HIF-2a block	LMP1 NFkB inh
COC(=O)C1=C(c2cc3ccccc3s2)C[C@@H]2CC[C@H]1N2C(=O)NCCNC(C)=O	-2	10	0	-1.2	-7	3	-4	5	24	4	-2
O=C(N/N=C\C1C(=O)NC(=S)N(c2ccccc2)C1=O)c1ccc(O)cc1 (stereo unspecified)	-6	8	10	0.0	-12	16	3	-1	-4	2	0
COc1ccc(CN2CCN(C(=O)Cc3ccccc3)CC2)cc1Br	6	-2	6	-0.1	9	20	6	0	1	11	8
Cc1ccc2[nH]c(C)c(CCNCc3cccnc3)c2c1	-8	25	8	-0.2	-24	-8	-10	1	-18	11	-3
CC(=O)OC1N=C(c2ccccc2Cl)c2cc(Br)ccc2N(C)C1=O (stereo unspecified)	3	0	18	-0.1	8	-4	-8	2	9	19	4
COc1ccc2c(c1)C(NC(C)=O)CCc1cc(OC)c(OC)c(OC)c1-2 (stereo unspecified)	-23	45	46	-1.1	44	10	-20	·	9	15	0
CN1CCN(C(=O)COc2ccc(S(=O)(=O)Nc3ccc(F)cc3)cc2)CC1	-5	13	-7	0.6	-18	1	11	0	11	7	-6
CN1C(=O)C(=Cc2ccccc2Oc2ccc(Cl)c(F)c2)C(=O)N(C)C1=O	-2	1	6	-0.7	-1	-14	5	1	15	15	-2
CN(C)C(=Nc1ccccc1)P(=S)(N(C)C)N(C)C	-26	-4	-2	3.9	12	-8	13	4	-3	14	-15
Nc1ncc2[nH]cnc2n1	-16&14	-8&-9	-4&-11	1.0&0.5	-16&0	23&-2	-5&-9	3&2	-7&-4	3&0	-3&2
O=C(Cc1ccccc1)OCc1ccccc1	-14	17	-9	1.2	2	-5	8	1	3	9	-2
O=C(CCS(=O)(=O)c1ccc(Br)cc1)N1CCC2(CC1)OCCO2	5	-10	3	0.3	-26	0	-20	-1	-1	-46	-13
CC(C)CC(NC(=O)C1CCCCC1)C(=O)N1CCC2(CC1)OCCO2 (stereo unspecified)	-4	8	-7	-0.6	-2	11	8	0	-1	10	1
C[N+]1([O-])[C@@H]2CC(OC(=O)[C@H](CO)c3ccccc3)C[C@H]1[C@@H]1O[C@@H]12 (stereo partly specified)	5	-34	-13	2.1	-11	12	-2	5	-1	-5	5
COC(=O)C1=C(c2cccc(C#N)c2)C[C@@H]2CC[C@H]1N2C(=O)NCCc1ccccc1	-8	10	2	3.1	15	4	2	-1	5	9	-5
COc1ccn(C)c(=O)c1C#N	-8	9	-9	1.8	9	8	1	-5	-18	8	-5
CN1CCN(C(=S)SCC(=O)Nc2ccc(Cl)cc2C(=O)c2ccccc2)CC1	1	-18	-1	-0.5	1	28	16	1	7	26	-28
Cc1cc(C=C2C(=O)NC(=O)NC2=O)c(C)n1-c1cccnc1	8	14	-8	-0.4	-20	9	3	0	20	11	-7
Cc1cccc(-n2c(O)c(C=Nc3ccc(Br)cn3)c(=O)[nH]c2=O)c1	-1	5	15	-1.4	7	-4	14	-3	0	9	-6
CCOC(=O)COc1ccc2c(c1)c(C(C)=O)c(C)n2Cc1ccccc1	-4	15	-2	1.7	-28	-3	-2	-2	6	16	-5
COC(=O)C1=C(c2ccc(OCc3ccccc3)cc2)C[C@@H]2CC[C@H]1N2C(=O)NCc1ccc(N(C)C)cc1	-11	3	10	-3.5	16	24	5	-1	15	17	4
CNC1(c2ccc(F)cc2)CCCCC1	-1	-7	2	1.6	3	0	6	·	2	6	-4
CC(=O)c1cn(Cc2ccc(C#N)cc2)c2ccccc12	11	-5	5	2.0	4	11	12	3	0	24	-4
COC(=O)C1=C(c2ccc(OC)c(OC)c2)C[C@@H]2CC[C@H]1N2C(=O)N1CCC(C)CC1	-1	8	11	-1.5	0	-10	12	0	-2	8	5

# Assay outcomes: PubChem, several laboratories
